# Assay outcomes (PubChem BioAssay)
# Pol beta inh – DNA polymerase beta (human) inhibition | P06746 | Pol beta primer extension/strand displacement, fluorescence kinetic | Potency, µM (series often up to 114 µM), inactives show at the top dose activity change, negative = inhibition, most hits filed as inhibitors | 340,000 compounds, 1.3% hits; further: potency means the concentration at half of the fitted maximal effect; on the % scale 0 is the no-effect control and ±100 the full control effect
#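 Values derive from four-parameter Hill fits of normalized kinetic data: reads at 0 and 10 min following addition of 50 nM substrate to 10 nM Pol beta preincubated 15 min with compound.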
# Glioma ERSR ind – induces the endoplasmic reticulum stress response in human glioma cells; U87-MG GRP78 promoter luciferase reporter, 16 h; Potency, µM, without a hit: at the highest dose activation, usual class: activators; 420,000 compounds, 0.02% hits; further: potency means the concentration at half of the fitted maximal effect; series mostly up to about 76 µM; % of control where 0% means no effect; nearly all actives have a fitted effect of over 35% in size
#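 Stably transfected U87-MG glioma cells carrying a GRP78-based luciferase sensor; 16 h compound incubation. Luminescence end-point read 10 min after Bright-Glo addition at room temperature.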
# APE1 inh – inhibitors of human APE1 endonuclease; P27695; recombinant APE1, TAMRA/BHQ-2 abasic DNA cleavage fluorescence; Potency, µM (top dose mostly 65.8 µM), without a hit: at the highest dose activity change, negative = inhibition, hits mostly inhibitors; 350,000 compounds, 0.35% hits; AID 2517;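 further: potency means the concentration at half of the fitted maximal effect; plate controls were vehicle for no effect and reference inhibitor for full effect; nearly all actives have a fitted effect of over 55% in size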
# Target sequence (P27695 whole entry, looked up): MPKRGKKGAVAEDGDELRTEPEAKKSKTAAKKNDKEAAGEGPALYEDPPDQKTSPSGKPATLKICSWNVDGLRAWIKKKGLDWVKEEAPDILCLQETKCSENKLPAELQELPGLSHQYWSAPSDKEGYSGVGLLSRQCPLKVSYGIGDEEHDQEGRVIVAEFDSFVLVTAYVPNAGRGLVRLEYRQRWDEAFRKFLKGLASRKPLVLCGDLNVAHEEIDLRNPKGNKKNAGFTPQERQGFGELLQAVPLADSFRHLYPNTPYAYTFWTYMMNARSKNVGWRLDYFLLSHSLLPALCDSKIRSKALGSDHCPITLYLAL
#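 Endonuclease cleavage of a quenched abasic-site DNA duplex (50 nM) by APE1 (0.75 nM) was tracked by TAMRA dequenching. Compounds were preincubated with enzyme 15 min at room temperature; data normalized to buffer-only and DMSO wells plus NSC13755 control.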
# LDHA block – LDHA (human) enzyme inhibition | P00338 | purified LDHA, NADH/diaphorase-resazurin fluorescence; active compounds read low | activity change, % (values are at about 110 or 230 µM) | 480,000 compounds, 0.15% hits; in the data active means activity change below about -30%; inconclusive means mostly about -25% to -30%;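 further: plate controls were DMSO wells for no effect and wells without enzyme for full effect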
#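 LDH5 2 nM; NADH 0.06 mM, pyruvate 0.2 mM; 200 mM Tris pH 7.4, EDTA, Tween-20; 5 min RT. Detection: diaphorase 0.133 mg/mL + resazurin 37 µM, fluorescence ex540/em590 at 0 and 20 min; normalized to enzyme-free and DMSO wells.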
# Pol iota inh – DNA polymerase iota (human) inhibition. Pol iota fluorescent replication assay, 10 min. Potency, µM (titrated, usually from 115 µM), inactives show top-dose activity, negative = inhibition, usual class: inhibitors. 390,000 compounds, 1% hits. AID 588590. Q9UNA4; further: potency means the concentration at half of the fitted maximal effect
# Target sequence (Q9UNA4 whole entry, looked up): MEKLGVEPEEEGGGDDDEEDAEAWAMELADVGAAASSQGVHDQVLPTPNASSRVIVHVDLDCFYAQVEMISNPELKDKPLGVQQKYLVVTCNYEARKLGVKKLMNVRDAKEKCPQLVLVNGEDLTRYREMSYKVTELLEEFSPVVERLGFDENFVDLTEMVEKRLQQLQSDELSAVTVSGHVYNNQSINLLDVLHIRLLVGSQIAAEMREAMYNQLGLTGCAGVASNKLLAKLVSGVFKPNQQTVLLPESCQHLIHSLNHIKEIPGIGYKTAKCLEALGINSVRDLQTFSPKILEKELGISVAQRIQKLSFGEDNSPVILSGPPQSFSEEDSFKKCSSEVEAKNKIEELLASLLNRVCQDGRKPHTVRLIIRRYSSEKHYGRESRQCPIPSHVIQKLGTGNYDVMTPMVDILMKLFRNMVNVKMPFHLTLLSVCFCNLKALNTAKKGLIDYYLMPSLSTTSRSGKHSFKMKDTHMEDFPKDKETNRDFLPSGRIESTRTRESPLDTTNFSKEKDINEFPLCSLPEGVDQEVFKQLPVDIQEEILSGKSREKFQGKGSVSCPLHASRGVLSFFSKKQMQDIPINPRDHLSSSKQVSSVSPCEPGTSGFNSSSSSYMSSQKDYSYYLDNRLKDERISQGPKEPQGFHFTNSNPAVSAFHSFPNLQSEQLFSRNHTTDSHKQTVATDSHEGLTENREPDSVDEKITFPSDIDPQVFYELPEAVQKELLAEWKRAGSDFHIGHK
#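 Fluorescent replication assay read twice, at 0 min and 10 min after adding 50 nM (final) substrate. Enzyme (10 nM) and compounds were first incubated 15 min at room temperature; enzyme-free buffer wells were negative controls.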
# Pol kappa inh – DNA polymerase kappa (human) inhibition. purified Pol kappa, fluorescent DNA synthesis assay, 10 min. Potency, µM (top dose mostly 107 µM), for the others: at the highest dose activity, negative = inhibition, hits mostly inhibitors. 400,000 compounds, 0.53% hits; further: potency means the concentration at half of the fitted maximal effect; on the % scale 0 is the no-effect control and ±100 the full control effect
#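 10 nM Pol kappa preincubated 15 min at room temperature with compounds, then reaction started with substrate at 50 nM final. Fluorescence read kinetically at 0 and 10 min; buffer-only wells served as negative control.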
# Apoferritin bind – binds horse apoferritin like a general anesthetic | apoferritin/1-aminoanthracene competitive binding, fluorescence | P02791 | Potency, µM (doses to about 77.5 µM), for inactives: at the highest dose activity change, negative = displacement, usual class: inhibitors | 350,000 compounds, 0.074% hits; further: potency means the concentration at half of the fitted maximal effect; on the % scale 0 is the no-effect control and ±100 the full control effect; nearly all actives have a fitted effect of over 20% in size
#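 Horse-spleen apoferritin (10 uM) was mixed with 50% saturated 1-aminoanthracene in PBS, exposed to compounds for 10 min at room temperature, and read for fluorescence (ex 380 nm, em 535 nm). Competitive displacement was fitted with a four-parameter Hill equation.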
# POLH inh – DNA polymerase eta (human) inhibition. Potency, µM (doses to about 114 µM), inactives show at the top dose activity change, negative = inhibition, most hits filed as inhibitors. AID 588591. recombinant Pol eta, fluorescent DNA replication assay. Q9Y253. 390,000 compounds, 1.2% hits; further: potency means the concentration at half of the fitted maximal effect; on the % scale 0 is the no-effect control and ±100 the full control effect
#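 Pol eta (10 nM) was preincubated with compounds for 15 min at room temperature, after which fluorescent replication substrate (50 nM final) was added to start the reaction. Fluorescence was read kinetically at 0 and 10 min.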
# BLM inh – Bloom syndrome helicase (human) inhibition. P54132. recombinant BLM DNA unwinding, fluorescence dequenching. Potency, µM (top dose mostly 56.1 µM), for the others: at the top dose activity change, negative = inhibition, usual class: inhibitors. 350,000 compounds, 0.2% hits. AID 2528;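 further: potency means the concentration at half of the fitted maximal effect; plate controls were vehicle for no effect and no enzyme for full effect; nearly all actives have a fitted effect of over 35% in size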
# An asterisk follows results filed as active; ? = inconclusive; . = not tested or not shown; & = joins results of further samples; [ ] = remark or other dose. Unless noted, the call rests on the fitted dose curve; in most records, active means well fitted curve in the direction sought with a large enough effect; inconclusive means small, poorly fitted or top-dose-only effect, or another doubt; inactive means no such curve, though single readings can be large; an effect the other way counts as inactive or inconclusive. These rows are one share of the data. The share of hits here may be higher or lower than overall.
SMILES,Pol beta inh,Glioma ERSR ind,APE1 inh,LDHA block,Pol iota inh,Pol kappa inh,Apoferritin bind,POLH inh,BLM inh
O=c1c2ccccc2[nH]c(=S)n1-c1ccc(Br)cc1,-3%,-3%,-11%,-1,18%,-24%,-4%,2%,-3%
O=C1NC(=O)C(C2CCCCCC2)C(=O)N1,.,-2%,.,1,-4%,-15%,.,-4%,.
CON(C)C(=O)Nc1ccc(Br)cc1,.,-2%,0%,.,.,16%[60.1 µM],-9%,.,0%
NC(CCCP(=O)(O)O)C(=O)O (stereo not drawn),18%[57.1 µM],-5%,22%,.,-3%[58.9 µM],-14%[60.1 µM],.,-3%[57.1 µM],.
COc1ccc(NC2=NCCCS2)cc1OC,37%,-2%,-7%,6,32%[activator],-14%,-7%,-15%,-3%
COc1cccc(C2C([N+](=O)[O-])=C(N)Oc3c2c(=O)oc2ccccc32)c1 (stereo not drawn),1%,1%,2%,-6,0%,-19%,?,3%,0%
COc1ccc(-c2cc(C(=O)N3CCC4(CC3)OCCO4)c3ccccc3n2)cc1,34%,-1%,-2%,-6,0%,-1%,6%,-8%,-13%
CC(=O)OC1CCC23C(=O)OC45CCC(C6=CC(=O)OC6)C4(C)CCC2C5CCC3(O)C1 (stereo not drawn),.,-5%,-2%,.,.,1%[60.1 µM],-2%,.,2%
CSc1ccc(CN2CCN(C(=O)COc3ccc(C)cc3)CC2)cc1,1%&20%,-6%,-5%,-12&-15,12%&1%,-8%&-6%,-12%&-6%,-15%,1%&-12%
CN1C(=O)N(C)C(=O)C(NS(=O)(=O)c2ccc(N)cc2)(c2ccccc2)C1=O,.,0%,.,-5,-8%,-2%,.,-14%,.
COc1ccccc1N1CCN(Cc2cccc(Br)c2)CC1,?,-5%,7%,-8,5%,0%,-4%,-3%,-1%
CCOC(=O)c1oc2ccc(S(=O)(=O)n3nc(-c4ccc(Cl)cc4)cc3N)cc2c1C,5%,-2%,13%,-1,19%,15%,-14%,-17%,-7%
COC(=O)C1=C(N)OC(C)=C(C(C)=O)C12C(=O)N(C)c1ccccc12 (stereo not drawn),36%,-3%,3%,20,?,-2%,-14%,-17%,-2%
CN1C(=O)[C@@H](NC(=O)c2cc3ccccc3[nH]2)N=C(c2ccccc2)c2ccccc21,.,-2%,-6%,.,.,-5%[19.4 µM],-7%,.,-6%
C[C@H]1[C@@H](c2ccccc2)O[C@@H](c2ccccc2Br)N1C,.,-2%,16%,2,-4%,-3%,.,-3%,.
CC1(C)C(C(Cl)Cl)C2(Cl)C(Cl)C(Cl)C1(Cl)C2(Cl)Cl (stereo not drawn),.,-1%,2%,.,.,-7%[60.1 µM],-17%,.,0%
c1ccc2nc3ccccc3cc2c1,.,11%&-4%,-3%,.,?,-10%[60.1 µM],52%[activator],.,-9%
Cc1ccc(S(=O)(=O)N2CCN(Cc3ccsc3)CC2)cc1,0%,-3%,-2%,-10,37%[activator],-12%,-11%,?,-3%
CN1CCN(c2ccc3c(c2)S(=O)(=O)c2ccccc2C3=O)CC1,.,4%,.,-8,12%,-1%,.,-2%,.
COC(=O)C1=C(c2cccc(OC)c2OC)C[C@@H]2CC[C@H]1N2C(=O)NCCNC(C)=O,.,4%,.,-1,28%,14%,.,-20%,.
COc1cc(C(=O)N2C[C@H]3C[C@@H](C2)c2cccc(=O)n2C3)cc(OC)c1OC,77%,-1%,5%,-5,-5%,-1%,-8%,-5%,-1%
Cc1cc(Cl)ccc1OCC(=O)O,13%,4%,-1%,-9,15%,0%,-7%,-15%,0%
CCOCCCNC(=O)c1c[nH]c2ccc(S(=O)(=O)N(C)c3ccc(Cl)cc3F)cc2c1=O,?,-5%,.,1,-29%,-4%[60.1 µM],?,-13%,-5%
CSc1ccc(CN2CCN(Cc3ccccc3Cl)CC2)cc1,-28%,-5%,-3%,-31*,-22%,-19%,-12%,-18%,3%
C=C1C([C@@H](O)C[C@H](C)C2O[C@@]3(CCCCO3)CC[C@H]2C)OC2CC[C@@]3(CC[C@@H](/C=C/[C@@H](C)C4CC(C)=C[C@]5(O4)O[C@H](C[C@@](C)(O)C(=O)O)CCC5O)O3)OC2[C@@H]1O (stereo partly drawn),.,-3%,-1%,.,.,0%[19.4 µM],5%,.,.
COc1ccc(C(=O)O)cc1OC,.,-4%&-6%,8%,-14,2%,1%,-9%,0%,2%
O=P(O)(O)Cc1c(Cl)cccc1Cl,12%,-2%,5%,0,0%,8%,1%,-7%,-8%
COc1ccc(C(=O)Cn2c(NCCO)nc3ccccc32)cc1,1%,-1%,3%,2,18%,-9%,-14%,-6%,1%
COc1ccc(C(=O)C2CCCN(Cc3ccc(C)s3)C2)cc1OC (stereo not drawn),2%,0%,3%,-1,12%,10%,-14%,-6%,-3%
O=C1NC(=O)N(CCC2=CCCCC2)C(=O)/C1=C/c1cccs1,?,-4%,?,-4,?,-40%,-7%,?,-10%
CC1CC2CCC(O2)C(C)C(=O)OC(C)CC2CCC(O2)C(C)C(=O)OC(C)CC2CCC(O2)C(C)C(=O)OC(C)CC2CCC(O2)C(C)C(=O)O1 (stereo not drawn),.,-9%,2%,.,.,0%[60.1 µM],-20%,.,-5%
Cc1cccc(C(=O)Nc2ccc(Cl)cc2C(=O)c2ccccc2)c1,13%,-3%,-4%,0,7%,-4%,-20%,-4%,-4%
c1ccc2c(CNC3CCCCC3)c[nH]c2c1,-1%,3%,3%,-4,3%,-12%,-20%,-19%,3%
CCN(CC)c1ncnc2c1ncn2[C@@H]1O[C@@H](COP(=O)(O)OP(=O)(O)C(Br)(Br)P(=O)(O)O)[C@H](O)[C@H]1O,.,-1%,-4%,.,.,-7%[19.4 µM],.,.,7%
O=P(c1ccccc1)(c1nc2ccccc2s1)N1CCOCC1 (stereo not drawn),-7%,1%,-1%,2,11%,-17%,-4%,-9%,-1%
COc1cc(OC2CCN(C(C)=O)CC2)ccc1C(=O)N1CCC(N2C(=O)OCc3ccccc32)CC1,.,-1%,-1%,.,.,-2%[60.1 µM],-2%,.,0%
Nc1ncnc2c1ncn2[C@@H]1O[C@H](COP(=O)(O)OP(=O)(O)OP(=O)(O)O)[C@H]2OC3(O[C@H]21)C([N+](=O)[O-])=CC(=[N+]([O-])[O-])C=C3[N+](=O)[O-] (stereo partly drawn),.,7%,1%,.,.,?,-9%,.,35%[activator]
c1ccc(N2CCC3(CCNCC3)CC2)nc1,.,-3%,-1%,.,.,-18%[60.1 µM],.,.,15%
CN(C)CCOC(=O)c1cn(Cc2ccccc2)c2ccccc12,12%,-6%,-9%,1,3%,-5%,-13%,0%,-6%
COc1ccccc1-c1nn2c(=O)cc(CN3CCN(C(=O)COc4ccccc4Cl)CC3)nc2s1,38%[activator],-3%,.,-6,16%,-9%[60.1 µM],-2%,-10%,-12%
Cn1c(=O)cc(SCC(=O)N2CCC3(CC2)OCCO3)c2ccccc21,50%,-7%,13%,-8,?,-20%,-11%,4%,4%
COc1ccc(CCn2c(NN=C3CCCC3)nc3c2c(=O)[nH]c(=O)n3C)cc1,21%,-3%,5%,12,?,-1%,-9%,?,-4%
S=P(N1CCOCC1)(N1CC1)N1CC1,.,-8%,.,-1,43%[activator],-2%,.,-7%,.
Cc1ccc(-n2c(O)c(C=NCc3cccnc3)c(=O)[nH]c2=O)cc1C,13%,-3%,2%,-1,-11%,6%,-10%,-10%,0%
O=C1CCCC2[C@@H]3CCCN4CCC[C@@H](CN12)C34 (stereo partly drawn),.,-1%,-3%,.,.,-8%[19.4 µM],.,.,2%
COC(=O)C1=C(c2c(C)noc2C)C[C@@H]2CC[C@H]1N2C(=O)NCc1ccc(C(F)(F)F)cc1,.,-8%,36%,-1,40%[activator],8%,.,-8%,.
N#Cc1ccc(CN2CC3(CCNCC3)C2)cc1,.,-2%,17%,.,.,-2%[60.1 µM],.,.,-2%
S=C(NC1CCCCC1)N1CCC(c2cnc[nH]2)CC1,21%[57.1 µM],-3%&-2%&-1%&-3%,-1%&-3%&-3%,-8,2%[58.9 µM],-7%[60.1 µM],.,-2%[57.1 µM],-1%
CCC(C)(O)C(=O)OC1C(=O)OC2CC3C(C)=CC(=O)C(O)C3(C)C3C4(O)OCC23C1C(C)C4O (stereo not drawn),.,-5%,.,-5,13%,-11%,.,-8%,.
O=c1[nH]c(=S)[nH]c(O)c1N=Nc1ccc(OC(F)F)cc1,2%,-6%,-5%,-11,1%,-4%,-8%,-6%,-2%
# (list continues)
SMILES,Pol beta inh,Glioma ERSR ind,APE1 inh,LDHA block,Pol iota inh,Pol kappa inh,Apoferritin bind,POLH inh,BLM inh
CCOC(C(=O)OCC(O)CN(CC)CC)(c1ccccc1)c1ccccc1 (stereo not drawn),46%,-3%,-12%,-4,-6%,-12%,-11%,-4%,-1%
CC(C)Oc1ccc(CNC(=O)C2CCCN(S(=O)(=O)c3ccc4c(ccn4C)c3)C2)cc1 (stereo not drawn),-16%,-2%,.,0,32%[activator],-6%[60.1 µM],96%[activator],-18%,0%
c1ccc(C(c2ccccc2)c2ccncc2)cc1,.,-5%,.,-2,85%[activator],-14%,.,-12%,.
CC(=O)CC(c1ccccc1[N+](=O)[O-])c1c(O)c2ccccc2oc1=O (stereo not drawn),-4%,13%,?,0,-21%,14%,-3%,-11%,1%

# Some of the entries so far, field by field.
CC(C)Oc1ccc(CNC(=O)C2CCCN(S(=O)(=O)c3ccc4c(ccn4C)c3)C2)cc1 (stereo not drawn)
  Pol beta inh = -16%; Glioma ERSR ind = -2%; APE1 inh = .; LDHA block = 0; Pol iota inh = 32%[activator]; Pol kappa inh = -6%[60.1 µM]; Apoferritin bind = 96%[activator]; POLH inh = -18%; BLM inh = 0%
c1ccc(C(c2ccccc2)c2ccncc2)cc1
  Pol beta inh = .; Glioma ERSR ind = -5%; APE1 inh = .; LDHA block = -2; Pol iota inh = 85%[activator]; Pol kappa inh = -14%; Apoferritin bind = .; POLH inh = -12%; BLM inh = .
